ASAP1 inh: inhibitors of human ASAP1 ArfGAP activity, primary screen, biochemical, fluorescence polarization; ASAP1-stimulated ARF1 GTP hydrolysis, GDP FP detection; inhibition, % at 16.5 µM; 360,000 tested, 0.19% active; in the data active means inhibition above about 25%;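 further: 0% = vehicle with enzyme and substrate and 100% = no enzyme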
KLK7 zymogen act: proKLK7 zymogen activators, primary screen, biochemical, fluorescence intensity; activation, % at 7 µM; purified proKLK7, EDANS-DABCYL substrate fluorescence; 100% is mature enzyme control, 0% vehicle; 370,000 tested, 0.9% active;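 active means activation above the mean of all tested compounds plus 3 SD, computed per campaign excluding outliers beyond control limits, cut at about 13% in these data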
DDE Tn6 FP inh: inhibitors of Tn6 peptide binding to fibrin DD(E), primary screen, biochemical, fluorescence polarization, human fibrin, Tn6 probe; Fibrinogen beta chain (Homo sapiens), P02675; Fibrin DD(E) TRITC-Tn6 fluorescence polarization displacement; inhibition, % at 8.3 µM; 370,000 tested, 0.21% active;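 active means inhibition above a per-campaign cutoff: mean of compounds within control limits plus 3 SD, cut at about 15% in these data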;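 further: 0% = median of all compound wells on the plate and 100% = blocking peptide control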
PLCg1 inh: PLC-gamma1 enzyme inhibitors, primary screen, biochemical, fluorescence, purified enzyme | 1-phosphatidylinositol 4,5-bisphosphate phosphodiesterase gamma-1 (Homo sapiens), P19174 | 370,000 tested, 0.84% active | inhibition, % at 12.2 µM | AID 720700, 2013 | fluorogenic substrate; in the data active means inhibition above about 9.5%
MBD2 DNA inh: inhibitors of MBD2 binding to methylated DNA, primary screen, biochemical, TR-FRET, DNA-binding domain, human; Methyl-CpG-binding domain protein 2 (Homo sapiens), Q9UBB5; MBD2 binding to methylated oligonucleotide; inhibition, % at 4.4 µM; 370,000 tested, 0.31% active; AID 686964, 2013; in the data active means inhibition above about 13%
Target sequence (Q9UBB5 whole entry, looked up, the tested form may be a part): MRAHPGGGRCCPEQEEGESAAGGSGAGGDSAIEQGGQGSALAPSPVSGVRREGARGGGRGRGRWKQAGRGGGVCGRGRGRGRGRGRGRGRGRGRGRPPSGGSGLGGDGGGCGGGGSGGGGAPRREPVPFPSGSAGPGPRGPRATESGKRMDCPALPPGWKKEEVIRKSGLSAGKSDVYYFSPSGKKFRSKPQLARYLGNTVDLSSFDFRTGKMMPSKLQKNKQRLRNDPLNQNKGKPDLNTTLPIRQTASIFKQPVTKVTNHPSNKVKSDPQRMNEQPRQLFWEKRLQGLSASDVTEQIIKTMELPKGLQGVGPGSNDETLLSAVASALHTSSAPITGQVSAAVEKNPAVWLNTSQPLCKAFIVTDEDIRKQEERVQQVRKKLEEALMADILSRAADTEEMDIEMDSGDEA
ADAM17 inh: ADAM17 inhibitors, primary screen, biochemical, QFRET; Disintegrin and metalloproteinase domain-containing protein 17 (Homo sapiens), P78536; recombinant ADAM17, EDANS/DABCYL FRET peptide cleavage; inhibition, % at 6.95 µM; 370,000 tested, 0.83% active; AID 720648, 2013;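 active means inhibition above the mean of compounds lying between control limits plus 3 SD, set per campaign, cut at about 8.5% in these data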;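 further: 0% = DMSO-only wells as the low control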
Target sequence (P78536 215-824 limits assumed): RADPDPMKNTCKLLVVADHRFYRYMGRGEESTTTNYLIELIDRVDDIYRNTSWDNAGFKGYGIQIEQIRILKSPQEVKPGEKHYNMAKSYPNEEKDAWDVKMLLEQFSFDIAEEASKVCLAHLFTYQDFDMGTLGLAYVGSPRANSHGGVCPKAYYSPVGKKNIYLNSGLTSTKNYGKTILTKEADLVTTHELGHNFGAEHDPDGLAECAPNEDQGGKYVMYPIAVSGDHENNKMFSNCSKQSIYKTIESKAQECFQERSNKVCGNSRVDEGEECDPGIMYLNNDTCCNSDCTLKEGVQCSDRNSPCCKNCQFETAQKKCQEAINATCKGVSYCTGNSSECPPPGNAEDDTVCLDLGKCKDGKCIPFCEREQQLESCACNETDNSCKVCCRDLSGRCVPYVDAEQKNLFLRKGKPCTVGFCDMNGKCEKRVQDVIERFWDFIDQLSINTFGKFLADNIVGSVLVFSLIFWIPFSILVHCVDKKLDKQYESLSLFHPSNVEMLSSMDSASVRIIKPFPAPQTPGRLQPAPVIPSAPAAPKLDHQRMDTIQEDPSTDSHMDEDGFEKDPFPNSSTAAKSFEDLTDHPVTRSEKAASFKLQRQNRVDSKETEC
Tn7 DDE FP: inhibitors of Tn7 peptide binding to fibrin DD(E), primary screen, biochemical, fluorescence polarization, human fibrin, Tn7 probe; inhibition, % at 8.3 µM; Fibrinogen beta chain (Homo sapiens), P02675; FP displacement of FITC-Tn7 peptide from fibrin DD(E); 0% = median of compound wells per plate; 370,000 tested, 0.13% active; AID 720508, 2013;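 active means inhibition above the mean of compounds falling within the control limits plus 3 SD of them, cut at about 14% in these data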;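 further: 0% = plate median of compound wells and 100% = 10 µM Aha-Tn7 peptide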
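Assay system: Human clot-derived fibrin DD(E) complex | Buffer or medium: Tris/NaCl/CaCl2 buffer, pH 7.8 | Repeats: One replicate per compound | Benchmarks: Aha-Tn7 high control | Measure: % inhibition scaled between sample-field median and high-control FP | Schedule: 10 min plus 3 h, room temperature | Signal: Fluorescence polarization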
ARFGAP1 inhibitor: inhibitors of rat ARFGAP1 GAP activity, primary screen, biochemical, fluorescence polarization, GDP tracer; Arfgap1-stimulated ARF1 GTP hydrolysis, GDP FP detection; AID 651572, 2012; 360,000 tested, 0.26% active; ADP-ribosylation factor GTPase-activating protein 1 (Rattus norvegicus), Q62848; inhibition, % at 16.5 µM;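 active means inhibition above a per-plate limit, mean inhibition of low control wells plus 3 SD, cut at about 25% in these data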;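 further: 0% = DMSO wells with enzyme and 100% = wells lacking Arfgap1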
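Material: truncated rat Arfgap1 GAP domain; Incubation: compound-enzyme preincubation 20 min, reaction 120 min, detection 60 min, 25 °C; Read-out: percent inhibition of Arfgap1-stimulated GTP hydrolysis; Technique: FP, GDP Alexa 633 tracer displaced from anti-GDP antibody, 620/688 nm; Controls: No-Arfgap1 wells (100%) versus DMSO full-reaction wells (0%); Replication: single well per compound.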
UHRF1 MBD2 ctr: UHRF1 methylated DNA binding inhibitors, primary screen, counter-screen for MBD2 inhibitor project, biochemical, TR-FRET, human UHRF1, single concentration; E3 ubiquitin-protein ligase UHRF1 (Homo sapiens), Q96T88; UHRF1 binding to methylated oligo; inhibition, % at 4.4 µM; 370,000 tested, 0.75% active; in the data active means inhibition above about 21%;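 further: UHRF1 SRA domain binding a hemimethylated CpG hairpin DNA probe; 0% = median of test compound wells and 100% = reference inhibitor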
PLCb3 inh: human PLC-beta3 inhibitors, primary screen, biochemical, fluorescence. Purified PLC-beta3, fluorogenic substrate. inhibition, % at 12.2 µM. 370,000 tested, 0.18% active; in the data active means inhibition above about 11%;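 further: 0% = median of compound wells on plate and 100% = full blocker control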
Numbers without * were called inactive; . = no result given.

SMILES | ASAP1 inh | KLK7 zymogen act | DDE Tn6 FP inh | PLCg1 inh | MBD2 DNA inh | ADAM17 inh | Tn7 DDE FP | ARFGAP1 inhibitor | UHRF1 MBD2 ctr | PLCb3 inh
O=C(NC1CCCCCC1)C1CCC(CNS(=O)(=O)c2ccc(Br)s2)CC1 (configuration not stated) | -3 | 0.2 | 8 | -1 | 14* | 1 | 5 | -1 | 23* | -1
O=C(CN1C(=O)NC2(CCCCC2)C1=O)Nc1ccc(N2CCCCC2)cc1 | -3 | -0.1 | 2 | 2 | -2 | -7 | -7 | -8 | 1 | -1
CC1CCCCC1NC(=O)C1CCN(S(=O)(=O)c2ccc(-n3cnnn3)cc2)CC1 (configuration not stated) | -9 | 0.4 | -3 | -3 | 3 | -4 | -5 | 9 | 4 | -2
COc1ccc(CNC(=O)c2cnc(C)cn2)c(OC)c1 | -3 | -0.1 | 6 | -1 | 2 | -1 | -2 | -4 | 2 | 6
Cc1ccc(-c2cc(N)n(Cc3ccc(Cl)cc3)n2)cc1 | 6 | 0.1 | 0 | 9 | -1 | 4 | 11 | 4 | -2 | 0
CC(=O)N1c2ccccc2C(C)CC12CCCCC2 (configuration not stated) | -6 | -1.0 | -4 | -2 | -6 | -3 | 0 | 7 | -1 | 0
CCCn1c(CN2CCN(C(=O)c3ccco3)CC2)nc2cc(S(=O)(=O)N(C)C)ccc21 | 1 | -1.3 | 1 | -25 | 1 | -14 | 2 | 3 | 0 | -25
COC(CNC(=O)C1CC(=O)N(CCc2ccc(C)cc2)C1)OC (configuration not stated) | 19 | -0.4 | -9 | 4 | 0 | -1 | -15 | 0 | 1 | 5
COC(=O)[C@]12C[C@H](CC(=O)NCc3cccs3)C(=O)N(Cc3ccc(Cl)cc3Cl)C1=C[C@H](C(C)(C)C)O[C@@H]2C | . | 0.5 | 9 | 1 | 4 | 4 | -3 | . | 1 | 6
COc1ccc(OC)c(NC(=O)c2cccnc2)c1 | -7 | -0.6 | 0 | -2 | 4 | -6 | 7 | 13 | -1 | -4
CC(C)(C)C(=O)C1=C(O)C(=O)N(Cc2ccccc2)C1c1ccccc1F (configuration not stated) | -14 | 0.2 | 7 | 0 | 3 | -4 | 0 | -1 | 0 | -4
CC1(C)c2[nH]c3ccccc3c2C[C@@H]2C(=O)N(Cc3ccccc3)C(=O)N21 | 3 | -0.6 | 0 | -14 | -1 | 3 | -3 | 13 | -1 | -21
Cc1nc([N+](=O)[O-])cn1CC(=O)Nc1ccc(Cl)cc1 | -15 | 0.1 | 7 | 0 | -4 | -1 | 0 | -3 | 2 | -6
CCOCCCNC(=O)C1CCN(S(=O)(=O)N2CCCC2)CC1 | -7 | -0.1 | 2 | -1 | 4 | -3 | 9 | -4 | -1 | -5
CCOC(=O)Cc1cnc(NC(=O)CSc2nc3ncnc(N)c3[nH]2)s1 | 4 | 0.0 | 14 | 0 | 0 | 0 | -7 | -6 | 2 | -1
COc1ccc(N2CCN(C(CNC(=O)C3CCCCC3)c3cccnc3)CC2)cc1 (configuration not stated) | 13 | 0.1 | 12 | -2 | 3 | -6 | 4 | 6 | 0 | 0
CCCC(C)NC(=O)C1CCN(C(=O)C2CC(=O)N(c3ccc(C)cc3)C2)CC1 (configuration not stated) | 4 | -0.7 | -2 | -2 | 4 | -3 | 4 | 11 | 0 | -6
Cc1cc(=O)oc2cc(OCC(=O)NC3CCCC3)ccc12 | 12 | 1.1 | -6 | -2 | 9 | -43 | 4 | -11 | 2 | -7
N#C/C(=C\c1cccc(Br)c1)C(=O)N1CCCCC1 | 8 | -0.8 | -1 | -1 | -2 | -3 | 1 | -11 | -1 | -1
COc1ccc(S(=O)(=O)Nc2cc3c4c(c2)CCN4C(=O)CC3)cc1C | -5 | 0.2 | 2 | 3 | -6 | 1 | -3 | 11 | -1 | 5
COc1ccc(CNC(=O)NCCc2c[nH]c3ccccc23)cc1 | 8 | 0.4 | -3 | 4 | 2 | 2 | -8 | 6 | 2 | -6
CC1(C(=O)Nc2cccc3cccnc23)CCN1Cc1csc2ccccc12 (configuration not stated) | 14 | -4.6 | -3 | 1 | 0 | -3 | -4 | 16 | -1 | -2
Cc1nsc(N)c1C(=O)O | -20 | 0.0 | -1 | 4 | -6 | 0 | 9 | 9 | 1 | 2
NS(=O)(=O)c1ccc(S(=O)(=O)NCCc2ccccc2)cc1 | -19 | -0.1 | -3 | 8 | -1 | 1 | -3 | -2 | 0 | 3
COC(=O)C1=CN(c2cccc(OCc3ccccc3)c2)C(N)=C(C#N)C1c1ccccc1 (configuration not stated) | 7 | -0.4 | -3 | -3 | -5 | -5 | -1 | 5 | 1 | -6
New compounds follow
SMILES | ASAP1 inh | KLK7 zymogen act | DDE Tn6 FP inh | PLCg1 inh | MBD2 DNA inh | ADAM17 inh | Tn7 DDE FP | ARFGAP1 inhibitor | UHRF1 MBD2 ctr | PLCb3 inh
O=C(COc1ccc(Cl)cc1)NCc1nnc2c3ccccc3c(-c3ccccc3)nn12 | -2 | 0.1 | 10 | 0 | 3 | 0 | 4 | 2 | 0 | -1
Cn1c(=O)[nH]c(=O)c2c1nc(NCCc1ccccc1)n2CC(O)COc1ccccc1 (configuration not stated) | -3 | -0.1 | 2 | 0 | 1 | -1 | 2 | -18 | -1 | 2
CCn1c(C)nc2cc(C(=O)OC)ccc21 | -5 | -0.2 | -6 | -1 | 1 | -3 | -3 | -2 | -1 | 1
CC(=O)/C(C(=N)N1CCN(c2cccc(Cl)c2)CC1)=C(\C)O | -3 | 0.8 | 1 | 5 | -7 | 4 | -1 | 2 | -2 | 7
Nc1ccccc1N1C(=O)c2cccc3cccc(c23)C1=O | 2 | 1.6 | -4 | -210 | -6 | -6 | -7 | -5 | -6 | -310
O=C(COC(=O)c1cnccn1)Nc1ncc(C(F)(F)F)cc1Cl | -11 | 0.9 | -1 | -12 | -1 | -6 | 0 | 5 | -2 | -16
CC(C)(C)c1ccc(S(=O)(=O)NC(=O)C2(C)CCN2C(=O)c2cccc3ccccc23)cc1 (configuration not stated) | 16 | 1.0 | -7 | 1 | -1 | -1 | 0 | 0 | 3 | -7
Cc1c(Br)c([N+](=O)[O-])nn1CC(=O)N1CCN(Cc2ccccc2)CC1 | -17 | -0.3 | 4 | 3 | -3 | 5 | -2 | 8 | -1 | 6
CN1CCN(CC(=O)NC2CCCCC2)CC1 | 4 | 0.0 | -3 | 1 | -4 | 2 | -9 | 0 | 1 | 2
COCCn1c(C)cc(C(=O)Cn2nc(C(=O)O)c3ccccc3c2=O)c1C | 18 | 0.2 | 1 | -1 | 0 | 2 | -2 | 13 | -1 | 3
CCCC(C(=O)NNC(=O)c1ccncc1)c1ccccc1 (configuration not stated) | -4 | 0.2 | 3 | -1 | -2 | -3 | -5 | -10 | 1 | 5
CC(NC(=O)c1nn(C)c(=O)c2ccccc12)c1ccccc1 (configuration not stated) | -3 | 0.9 | 1 | 1 | -8 | 0 | -2 | 7 | -2 | 3
Cc1cc(C(F)(F)F)nc(NNc2nc(C)cc(C(F)(F)F)n2)n1 | 0 | 0.2 | -1 | 3 | 1 | -6 | -2 | -5 | 2 | 0
Cn1c(SCC(=O)Nc2ccc(Br)cn2)nnc1C1CC1 | -1 | -0.3 | -7 | -1 | 8 | -4 | 4 | 11 | 2 | -6
O=C(Nc1cc2c3c(c1)C1CCCC1CN3CC1CCCC21)c1ccc([N+](=O)[O-])cc1 (configuration not stated) | 14 | -0.2 | -2 | 2 | 4 | -1 | -5 | -3 | 1 | -1
CC1(C)CC(=O)c2sc(NS(=O)(=O)c3cc(Cl)ccc3Cl)nc2C1 | -9 | 0.2 | -2 | -19 | -7 | 4 | -5 | 10 | 0 | -40
CN(C)c1ccc2c(c1[N+](=O)[O-])Cc1ccccc1-2 | -7 | 0.1 | 5 | 4 | -9 | 0 | 1 | -3 | -2 | 4
O=C(NC(=O)c1ccccc1)Nc1ccccc1O | -12 | 0.0 | -6 | 2 | 6 | -4 | 0 | -6 | 0 | -7
Cc1sc2nc(CN(C(=O)c3cccs3)C3CCCC3)[nH]c(=O)c2c1C | 2 | 0.3 | 4 | 3 | -3 | -2 | -1 | -10 | -3 | 2
Cc1ccc(S(=O)(=O)N2CCN(C(=O)c3ccccc3)CC2)cc1 | 1 | -0.3 | 3 | 2 | -5 | 0 | -6 | 7 | -2 | 3
COc1ccc(S(=O)(=O)N2CCN(C(=O)C3CC(=O)N(c4ccccc4F)C3)CC2)cc1OC (configuration not stated) | 6 | -0.1 | -2 | 1 | 1 | 1 | -3 | -18 | -1 | 0
COc1ccc(OC)c(NCc2nnc(-c3ccccc3)o2)c1 | 3 | 1.1 | 5 | 1 | 0 | -4 | -3 | -4 | -3 | -4
CN(CC(=O)OCC(=O)Nc1ccccc1)S(=O)(=O)c1ccc(Cl)cc1 | 4 | 0.2 | 1 | 4 | -3 | -4 | 0 | 20 | 1 | 0
Nn1c(SCC(=O)Nc2ccc(OCc3ccccc3)cc2)nnc1-c1cc(-c2ccc(F)cc2)n[nH]1 | . | 0.4 | 3 | 1 | 9 | 2 | -2 | . | 0 | 2
CCCS(=O)(=O)c1c(S(=O)(=O)CCC)c2c3ccccc3ccn2c1C(N)=O | 7 | 0.5 | 2 | -6 | 3 | -9 | -8 | -4 | 0 | -13

Shown with values under each structure: part of the list above
Under each structure: ASAP1 inh, KLK7 zymogen act, DDE Tn6 FP inh, PLCg1 inh, MBD2 DNA inh, ADAM17 inh, Tn7 DDE FP, ARFGAP1 inhibitor, UHRF1 MBD2 ctr, PLCb3 inh
Cc1sc2nc(CN(C(=O)c3cccs3)C3CCCC3)[nH]c(=O)c2c1C
  2, 0.3, 4, 3, -3, -2, -1, -10, -3, 2
Cc1ccc(S(=O)(=O)N2CCN(C(=O)c3ccccc3)CC2)cc1
  1, -0.3, 3, 2, -5, 0, -6, 7, -2, 3
COc1ccc(S(=O)(=O)N2CCN(C(=O)C3CC(=O)N(c4ccccc4F)C3)CC2)cc1OC (configuration not stated)
  6, -0.1, -2, 1, 1, 1, -3, -18, -1, 0
COc1ccc(OC)c(NCc2nnc(-c3ccccc3)o2)c1
  3, 1.1, 5, 1, 0, -4, -3, -4, -3, -4
CN(CC(=O)OCC(=O)Nc1ccccc1)S(=O)(=O)c1ccc(Cl)cc1
  4, 0.2, 1, 4, -3, -4, 0, 20, 1, 0
